D3 ag: D3 dopamine receptor (human) agonism; 410,000 tested, 0.58% active; D3R DiscoveRx beta-arrestin cells, luminescence, 90 min; max activation, %; in the data active means max activation above about 30%; further: 0% is about no effect; mostly tested at two doses, the higher about 12 µM
Target sequence (P35462 whole entry, looked up): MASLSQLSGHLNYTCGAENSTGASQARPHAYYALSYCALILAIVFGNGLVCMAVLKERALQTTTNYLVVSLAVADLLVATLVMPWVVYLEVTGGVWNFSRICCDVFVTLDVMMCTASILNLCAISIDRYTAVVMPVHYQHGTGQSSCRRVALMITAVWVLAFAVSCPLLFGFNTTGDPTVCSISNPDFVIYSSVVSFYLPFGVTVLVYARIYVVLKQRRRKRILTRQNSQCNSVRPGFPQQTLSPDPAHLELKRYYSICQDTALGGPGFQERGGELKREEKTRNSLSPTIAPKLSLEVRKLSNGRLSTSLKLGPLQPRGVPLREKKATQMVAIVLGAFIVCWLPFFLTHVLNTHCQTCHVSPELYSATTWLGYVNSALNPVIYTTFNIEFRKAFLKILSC
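Cells at 1500/well, incubated overnight, then treated with pinned compounds (dopamine as control) for 90 min at 37 degrees C. DiscoveRx reagent added for 30 - 60 minutes at room temperature; luminescence read.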
KB-V1 MDR tox: KB-V1 MDR subline cytotoxicity. AID 1347076. 400,000 tested, 3.4% active. KB-V1 MDR cells viability, CellTiter-Glo, 72 h. Potency, µM (doses to about 46.1 µM), inactives show at the top dose activity change, negative = cytotoxicity, usual class: cytotoxic; further: potency means the concentration at half of the fitted maximal effect; on the % scale 0 is the no-effect control and ±100 the full control effect; nearly all actives have a fitted effect of over 60% in size
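Cytotoxicity toward P-gp-expressing KB-V1 cells was determined as loss of CellTiter-Glo luminescence after 72 h at 37 degrees C. Compounds were tested in quantitative HTS format across a concentration range, with curves fitted to normalized data.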
D3 antag: blocks the human D3 dopamine receptor; P35462; 360,000 tested, 2.5% active; AID 652054; max response, negative = inhibition, %; D3R cells, DiscoveRx beta-arrestin luminescence, antagonist mode; stronger effect = lower value; in the data active means max response below about -50%; inconclusive means no clear call, values can overlap the other calls; further: on the % scale 0 is the no-effect control and ±100 the full control effect; mostly tested at two doses, the higher about 12 µM
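Cells plated overnight at 1500 cells/well, then exposed to library compounds with dopamine controls for 90 minutes at 37 degrees C. DiscoveRx reagent added for 30–60 minutes at room temperature; luminescence read, quantitative HTS format.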
HT1080-NT tox: kills 2HG-producing HT-1080-NT fibrosarcoma cells | HT-1080-NT fibrosarcoma viability, CellTiter-Glo ATP luminescence, 48 h | Potency, µM (top dose mostly 46.1 µM), without a hit: at the highest dose activity, negative = less viability, usual class: cytotoxic | 360,000 tested, 1.6% active;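 further: NT is the 2HG producing partner of a matched IDH1 knockdown line; potency means the concentration at half of the fitted maximal effect; 0% = DMSO-treated cells and -100% = media-only wells without cells; nearly all actives have a fitted effect of over 55% in size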
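A 48-hour cytotoxicity screen used HT-1080-NT cells plated 2 hours before compound delivery. ATP-based CellTiter-Glo luminescence measured viability, normalized to DMSO and no-cell controls.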
GLP1R ag: GLP-1 receptor (human) agonism | 380,000 tested, 0.007% active | Potency, µM (highest dose often 45.6 µM), for inactives: at the top dose activation, actives largely listed as activators | HEK293 GLP-1R CRE-luciferase, luminescence, 4-6 h; cells express a hypersensitive GLP-1R form; further: potency means the concentration at half of the fitted maximal effect; % of control where 0% means no effect
Target sequence (P43220 whole entry, looked up): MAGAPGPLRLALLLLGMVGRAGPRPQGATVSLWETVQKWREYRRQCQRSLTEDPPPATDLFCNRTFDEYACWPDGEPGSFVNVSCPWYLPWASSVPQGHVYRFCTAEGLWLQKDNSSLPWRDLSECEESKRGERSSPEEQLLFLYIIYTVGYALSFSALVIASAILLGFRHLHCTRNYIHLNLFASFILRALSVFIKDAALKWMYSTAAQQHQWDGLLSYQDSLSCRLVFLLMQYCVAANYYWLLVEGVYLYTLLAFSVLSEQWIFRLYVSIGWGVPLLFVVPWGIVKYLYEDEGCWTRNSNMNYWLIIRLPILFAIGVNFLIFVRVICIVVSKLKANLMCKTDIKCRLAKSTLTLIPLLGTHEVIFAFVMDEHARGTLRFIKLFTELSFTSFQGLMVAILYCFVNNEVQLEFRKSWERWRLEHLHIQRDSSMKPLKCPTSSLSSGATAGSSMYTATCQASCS
KB-3-1 tox: KB-3-1 parental cell cytotoxicity; 400,000 tested, 1.4% active; Potency, µM (doses to about 46.1 µM), without a hit: at the highest dose activity change, negative = cytotoxic, most hits filed as cytotoxic; KB-3-1 viability, CellTiter-Glo ATP luminescence, 72 h; further: potency means the concentration at half of the fitted maximal effect; on the % scale 0 is the no-effect control and ±100 the full control effect; nearly all actives have a fitted effect of over 60% in size
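Cytotoxicity in the drug-sensitive parental line KB-3-1 was scored as loss of CellTiter-Glo luminescence following 72 h incubation with compound. Values come from curve fitting of normalized concentration-response data.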
IL1B secr inh: inflammasome signaling inhibition, IL-1 beta readout. THP-1 LPS/ATP IL-1B secretion, AlphaLISA, 16 h; stronger effect = lower value. activity change, % at 57.5 µM. 360,000 tested, 4.7% active; in the data active means activity change below about -50%; inconclusive means mostly about -30% to -49%; further: on the % scale 0 is the no-effect control and ±100 the full control effect
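Secreted IL-1B measured by AlphaLISA bead assay after 16 h compound exposure of THP-1 cells; compounds (final up to 57.5 uM) added 1 h before LPS (250 ng/mL) and ATP (1.25 mM) stimulation; lower signal means less secretion.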
HT1080 IDH1KD tx: HT-1080 IDH1 knockdown cell toxicity (counter line); AID 686971; 360,000 tested, 2% active; HT-1080 IDH1 knockdown viability, ATP luminescence, 48 h; Potency, µM (titrated, usually from 46.1 µM), inactives show at the top dose activity, negative = toxicity, usual class: cytotoxic;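 further: potency means the concentration at half of the fitted maximal effect; 0% = DMSO wells and -100% = cell-free medium wells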
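Viability of IDH1-knockdown HT-1080 fibrosarcoma cells was assessed by CellTiter-Glo after 48 h at 37 °C with titrated compound; concentration-effect curves were classified by fit quality and response size.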
SW480 rerep: inducers of DNA re-replication in SW480 colon cancer cells. 340,000 tested, 1.8% active. SW480 DNA re-replication, Hoechst DNA content imaging, 48 h. Potency, µM (top dose mostly 46.1 µM), for the others: top-dose re-replication activation, actives largely listed as activators; further: potency means the concentration at half of the fitted maximal effect; % of control where 0% means no effect; nearly all actives have a fitted effect of over 55% in size
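Cells (250 per well) received 23 nL compound or DMSO by pin tool and were kept 48 hr at 37 C, 5% CO2. Nuclei were then stained with Hoechst for 40 min and scanned for DNA content.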
An asterisk follows results filed as active; ? = inconclusive; · = no result given; & = joins results of further samples; [ ] = remark or other dose. Unless noted, the call rests on the fitted dose curve; in most records, active means well fitted curve in the direction sought with a large enough effect; inconclusive means small, poorly fitted or top-dose-only effect, or another doubt; inactive means no such curve, though single readings can be large; an effect the other way counts as inactive or inconclusive.

structure	D3 ag	KB-V1 MDR tox	D3 antag	HT1080-NT tox	GLP1R ag	KB-3-1 tox	IL1B secr inh	HT1080 IDH1KD tx	SW480 rerep
O=C(N1CCN(Cc2ccccc2)CC1)C12CC3CC(CC(C3)C1)C2	1	-9%	-65*	-4%	9%	-2%	-29	-7%	22%
Cc1ccc(S(=O)(=O)N2CCN(c3ccc(C(=O)N4CCOCC4)cc3[N+](=O)[O-])CC2)cc1	-4	2.9µM*	-8	-11%	0%	2%	-4	-7%	-6%
Cc1ccc(-n2c(SCC(=O)Nc3cccc(S(=O)(=O)NC4=NCCCCC4)c3)nc3ccccc3c2=O)cc1C	15	-19%	7	1%	-14%	-3%	13	11%	-1%
O=C(CCS(=O)(=O)c1ccc(Cl)cc1)N1CCN(c2ccccc2F)CC1	-1	?	-5	12%	-1%	4%	41	6%	1%
COC(=O)[C@]12CCCCC=C1N(CCc1ccc(OC)c(OC)c1)C(=O)[C@H](CC(=O)NCC1CCCCC1)C2	-11	?	-19	-14%	·	?	?	-17%	·
COc1ccc(-c2[nH]ncc2C2N=C(N)Nc3nc4ccccc4n32)cc1 (centres undefined)	1	3%	-10	5%	1%	8%	-12	13%	-10%
CCOc1ccc(NC(=O)CN2CCN(CC(=O)Nc3cc(OC)cc(OC)c3)CC2)cc1	1	2%	0	-12%	6%	0%	-22	-10%	-3%
CCN(CC)CCCN1C(=O)CSC1c1ccc2c(c1)OCO2 (centres undefined)	-8	-4%	-16	2%	2%	3%	?	5%	9%
CC(=O)c1c(C(C)=O)c(C)n(Cc2ccccc2)c1C	3	21µM*	22	4%	-7%	-18%	10	-4%	-7%
Cn1c(=O)c2c(nc(OCc3ccccc3)n2C)n(C)c1=O	2	-24%	0	24%	0%	7%	-3	12%	-28%
CCSc1nc(=S)n(Cc2ccccc2)c(C)c1C(C)=O	4	?	-20	-1%	19%	0%	-9	-2%	?
COC(=O)[C@H]1C[C@@H]1[C@H](NC(=O)c1cccnc1)c1ccccc1	16	13%	-2	19%	-1%	14%	4	12%	-23%[9.22 µM]
Oc1ccccc1CNc1ccc2c(c1)OCCO2	10	30%	2	-13%	12%	-16%	6	-8%	-16%
COCCn1nnnc1C(c1ccccc1OC)N1CCc2ccccc2C1 (centres undefined)	-3	?	-11	9%	5%	-11%	6	-2%	4%
CCCCn1c(N)c(N(CCC(C)C)C(=O)c2ccc3c(c2)OCO3)c(=O)[nH]c1=O	-3	?	-20	10%	12%	11%	0	4%	-2%
CSc1nc(N2CCOCC2)c2c(c1C#N)CCCCC2	8	-5%	12	-3%	-3%	-8%	25	-13%	-6%
CN(CC(=O)N1CCc2ccccc2C1)S(=O)(=O)c1ccc2c(c1)c(=O)n(C)c(=O)n2C	4	-22%	32	-3%	6%	-1%	10	5%	-4%
C=CCSc1nc2[nH]ncc2c(=O)[nH]1	1	1%	14	21%	11%	13%	8	13%	1%
O=C(OCC#CCSc1nnc(-c2ccc([N+](=O)[O-])cc2)o1)c1cccs1	1	6%	20	0%	-1%	1%	-7	0%	-2%
O=C(NCCN1CCOCC1)C1CCN(Cc2ccccc2O)CC1	3	-2%	-23	-2%	-4%	-4%	-4	3%	-4%
O=C(CCSc1ccccc1)NCCSCc1ccccc1	4	-13%	-5	11%	26%	3%	0	15%	-6%
O=C(c1ccc(N2C(=O)C3CC=C(Cl)CC3C2=O)cc1)N1CCOCC1 (centres undefined)	-16	20%	?	3%	0%	9%	5	12%	-5%
COc1cc(NC(=O)COc2ccccc2Cl)ccc1NC(=O)c1cccs1	-5	-31%	2	-5%	3%	11%	-25	-16%	-3%
Cc1ccc(CSc2nnc(-c3ccncc3)n2C)cc1	1	1%	16	29%	-3%	1%	-19	11%	-9%
CCN(C(=O)Nc1cccc(Cl)c1)c1ccccc1	5	-17%	18	0%	1%	0%	-8	13%	1%
CC(C)N1CCC1(C)C(=O)Nc1cccc2ccccc12 (centres undefined)	8	1%	6	1%	6%	0%	12	-3%	·
O=C(O)C1=CC[C@@H](c2ccc(Cl)cc2)N(S(=O)(=O)c2ccc(Cl)cc2)C1	29	9%	2	3%	-1%	8%	15	1%	-2%
Cc1cc(C(=O)N/N=C/c2ccc(N3CCOCC3)cc2)c(C)o1	-10	-22%	-12	-30%	11%	6%	5	?	8%
COc1ccc(S(=O)(=O)NCCc2cn3nc(C)c(C)nc3n2)cc1C	-5	6%	-6	14%	-5%	-5%	-13	5%	-6%
CC1(c2cccc(Br)c2)NC(=O)N(CC(=O)Nc2ccc(S(N)(=O)=O)cc2)C1=O (centres undefined)	7	29%	-15	-12%	13%	10%	20	-4%	-3%
C[C@H](CO)N1C[C@H](C)[C@H](CN(C)S(=O)(=O)c2ccccc2)OCc2ccccc2-c2c(n(C)c3ccccc23)C1=O	-4	-25%	24	-12%	19%	-5%	46	-6%	·
CC(C)OC(=O)c1ccc(Cn2nnc3ccccc3c2=O)cc1	-2	?	18	7%	26%	-18%	-1	-5%	-3%
Cc1ccc(C(=O)N/C(=C\c2ccc(-c3cccc([N+](=O)[O-])c3)o2)C(=O)NCCCN2CCOCC2)cc1	-3	?	5	18µM*	4%	?	-12	?	?
CCCCCCCCCCCCCCCCCCNc1ccn(C2OC(COP(=O)(O)OCC3OC(n4cc(F)c(=O)[nH]c4=O)CC3O)C(O)C2O)c(=O)n1 (centres undefined)	-9	4%	?	?	-1%	?	-68*	10µM*	21µM*
COCCCn1c(SCC(=O)Nc2oc(C)c3c(C)n[nH]c(=O)c23)nc2ccccc2c1=O	2	-5%	0	-7%	4%	0%	-6	-8%	-6%
CCOc1ccccc1N1CCN(Cc2c(C)n(C)n(-c3ccccc3)c2=O)CC1	-3	9%	1	19%	3%	1%	2	10%	7%

2 entries from above, with values under each structure.
Values in the order: D3 ag | KB-V1 MDR tox | D3 antag | HT1080-NT tox | GLP1R ag | KB-3-1 tox | IL1B secr inh | HT1080 IDH1KD tx | SW480 rerep
> CCCCCCCCCCCCCCCCCCNc1ccn(C2OC(COP(=O)(O)OCC3OC(n4cc(F)c(=O)[nH]c4=O)CC3O)C(O)C2O)c(=O)n1 (centres undefined)
→ -9 | 4% | ? | ? | -1% | ? | -68* | 10µM* | 21µM*
> COCCCn1c(SCC(=O)Nc2oc(C)c3c(C)n[nH]c(=O)c23)nc2ccccc2c1=O
→ 2 | -5% | 0 | -7% | 4% | 0% | -6 | -8% | -6%

More results.
structure	D3 ag	KB-V1 MDR tox	D3 antag	HT1080-NT tox	GLP1R ag	KB-3-1 tox	IL1B secr inh	HT1080 IDH1KD tx	SW480 rerep
CC(=O)c1ccc(N2CCN(S(=O)(=O)c3ccccc3)CC2)c(F)c1	-6	?	-14	2%	6%	-18%	0	8%	-4%
COc1ccc(-c2n[nH]c3c2CN(C(=O)c2ccc(OC)c(OC)c2)CC3)cc1	5	?	0	-27%	22%	7.3µM*	1	21µM*	?
Cc1ccc([C@@H]2CC(=O)[C@@H]3CN(S(=O)(=O)c4ccc(C)cc4)[C@H](c4cccc5ccccc45)C[C@@H]3N2S(=O)(=O)c2ccc(Cl)cc2)cc1	0	0%	5	6%	-3%	0%	5	3%	·
O=C(Nc1cccs1)Nc1c(F)c(F)c(F)c(F)c1F	9	?	0	4%	-4%	0%	-26	2%	-6%
CCOC(=O)c1oc2ccc(Br)cc2c1NC(=O)CN1CCN(C)CC1	4	-18%	-11	?	10µM*	-25%	-9	?	-2%
Clc1ccc(-c2ccccc2)nn1	13	3%	3	24%	11%	-10%	·	8%	?
CCOC(=O)CCSc1cc(C)c2ccccc2n1	-2	-10%	-11	5%	-1%	-2%	14	-2%	4%
C#CCOc1ccc(C2C3=C(CCCC3=O)N(CC(=O)O)C3=C2C(=O)CCC3)cc1Br	6	7%	-10	18%	-1%	3%	19	11%	?
O=C(CCNC(=O)c1ccccc1Cl)NCc1ccco1	-5	17%	-23	-6%[9.24 µM]	-2%	13%	2	10%	5%
CCOC(=O)[C@@H]1[C@H]2COc3cc(OC)ccc3[C@H]2N2C(=O)N(c3ccc(C)cc3)C(=O)[C@]12C	-5	-3%	4	0%	-3%	7%	-7	10%	1%
O=C(Cn1c(=O)oc2cc(S(=O)(=O)N3CCCC3)ccc21)NCc1ccc(F)cc1	-9&1	?	-12	-4%	-7%&-3%	-25%&2%	9	-3%	-2%
CC(C(=O)NC1C=CS(=O)(=O)C1)N1C(=O)/C(=C\c2ccccc2)SC1=S (centres undefined)	2	?	3	-3%	-5%	-4%	-62*	-3%	-6%
O=C(NCc1ccccc1)C(C1CC1)n1c(CSCCOc2ccccc2)nc2ccccc21 (centres undefined)	-8	?	-22	?	·	?	-16	?	·
COc1cccc(NC(=O)COC(=O)c2ccc3ccccc3n2)c1	4	0%	-3	-4%	1%	4%	19	-8%	2%
Cc1cc(F)ccc1S(=O)(=O)N1CCC2(CC1)OCCN2S(=O)(=O)c1cccs1	1	-22%	6	-26%	17%	-18%	-29	-22%	-50%[inhibitor]
O=C(CN1CCCCCC1)NCC1CCCO1 (centres undefined)	-3	?	-1	2%	-4%	7%	5	0%	8%

Screening results as filed in PubChem BioAssay.
